RGS4 inh – Inhibitors of Regulator of G Protein Signaling (RGS) 4: qHTS. Regulator of G-protein signaling 4 (Homo sapiens), P49798. actives 0.039% (n = 390,000). Potency, µM (highest dose often 114 µM), for the others: at the highest dose activity change, negative = inhibition, most hits filed as inhibitors. Transcreener GDP fluorescence polarization, RGS4-accelerated GTP hydrolysis; note: % is set by controls: 0 for no effect and ±100 for the full control effect; nearly all actives have a fitted effect of over 75% in size; some results filed as inactive show a strong effect at the top dose
Target sequence (P49798 whole entry, looked up): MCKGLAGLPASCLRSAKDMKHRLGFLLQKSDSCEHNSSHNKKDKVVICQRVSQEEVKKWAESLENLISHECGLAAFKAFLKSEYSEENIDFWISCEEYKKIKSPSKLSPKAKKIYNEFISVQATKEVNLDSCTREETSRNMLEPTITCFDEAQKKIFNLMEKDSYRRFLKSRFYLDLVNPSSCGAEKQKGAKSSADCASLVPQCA
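MLSMR compounds (23 nl, pin-transferred) preincubated 10 min at room temperature with a 500nM (2x) first reagent, then RGS4 at 900nM (2x) plus Transcreener GDP mix added; fluorescence polarization (620/688 nm) read before and after 90 min at 30 °C.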
PGK inhibitor – qHTS Assay to Find Inhibitors of Phosphoglycerate Kinase; Phosphoglycerate kinase, glycosomal (Trypanosoma brucei brucei), P07378; PGK/GAPDH coupled, Kinase-Glo luminescence, 60 min; Potency, µM (titrated, usually from 57.5 µM), without a hit: top-dose activity change, negative = inhibition, hits mostly inhibitors; actives 0.043% (n = 380,000); AID 602233, 2012; note: % is set by controls: 0 for no effect and ±100 for the full control effect; nearly all actives have a fitted effect of over 60% in size
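Recombinant glycosomal PGK reaction used 1,3-bisphosphoglycerate generated in-well by GAPDH (100nM final) in 100mM TEA pH 7.6, 5mM MgCl2, 0.01% Tween-20. After 60 minutes at room temperature, ATP was read by Kinase-Glo Plus luminescence end-point.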
Pin1 inhibitor – qHTS Assay to Find Inhibitors of Pin1 | Peptidyl-prolyl cis-trans isomerase NIMA-interacting 1 (Homo sapiens), Q13526 | actives 0.009% (n = 390,000) | Potency, µM (titrated, usually from 115 µM), for inactives: top-dose activity, negative = inhibition, hits mostly inhibitors | Pin1 FP peptide displacement, HiFluor488, 10 min | AID 504891, 2011; active = well fitted inhibition curve with a large enough effect in the polarisation, with a control signal flat, not every such curve was filed as active; inconclusive = small, poorly fitted or top-dose-only effect, or effect the other way, or a change in a side signal; inactive = no such curve, though single readings can be large or run the other way; the % refers to the polarisation; note: % is set by controls: 0 for no effect and ±100 for the full control effect
Target sequence (Q13526 whole entry, looked up): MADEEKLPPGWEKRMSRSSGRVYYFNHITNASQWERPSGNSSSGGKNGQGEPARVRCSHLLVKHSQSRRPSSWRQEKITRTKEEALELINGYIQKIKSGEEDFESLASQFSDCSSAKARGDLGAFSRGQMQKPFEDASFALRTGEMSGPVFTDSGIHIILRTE
GLS inhibitor – qHTS for Inhibitors of Glutaminase (GLS); Glutaminase kidney isoform, mitochondrial (Homo sapiens), O94925; GLS enzymatic activity, qHTS titration; Potency, µM (highest dose often 45.5 µM), for the others: top-dose activity change, negative = inhibition, most hits filed as inhibitors; actives 0.21% (n = 410,000); AID 624170, 2012; note: % is set by controls: 0 for no effect and ±100 for the full control effect
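Two-point fluorescence kinetic (t0, 30 min RT) for hKGA; glutamate detected via glutamate oxidase–HRP–Amplex Red. Substrate: 1 mM L-glutamine solution; buffer 45 mM KH2PO4, pH 8.2.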
JMJD2A Tudor inh – qHTS Assay for Inhibitors of JMJD2A-Tudor Domain; Lysine-specific demethylase 4A (Homo sapiens), O75164; AlphaScreen JMJD2A-Tudor / H3K4me3 peptide binding; Potency, µM (doses to about 114 µM), for inactives: at the top dose activity change, negative = inhibition, actives largely listed as inhibitors; actives 4.4% (n = 390,000); note: % is set by controls: 0 for no effect and ±100 for the full control effect; nearly all actives have a fitted effect of over 50% in size
HP1b binding inh – HTS for Inhibitors of HP1-beta Chromodomain Interactions with Methylated Histone Tails; Chromobox protein homolog 1 (Homo sapiens), P83916; AlphaScreen HP1-beta / biotin-H3K9me3 peptide binding; Potency, µM (titrated, usually from 114 µM), for inactives: top-dose activity change, negative = inhibition, usual class: inhibitors; actives 0.56% (n = 390,000); AID 540317, 2011; note: nearly all actives have a fitted effect of over 70% in size; inactives centre near 23
Target sequence (P83916 whole entry, looked up): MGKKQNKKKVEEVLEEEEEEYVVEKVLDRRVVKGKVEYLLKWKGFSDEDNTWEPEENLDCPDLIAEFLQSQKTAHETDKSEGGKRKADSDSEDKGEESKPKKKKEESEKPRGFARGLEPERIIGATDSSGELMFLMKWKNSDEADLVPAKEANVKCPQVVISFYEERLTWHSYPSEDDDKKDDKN
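HP1-beta protein (50 nM final) preincubated 30 min at room temperature with biotinylated H3(1-18)K9me3 peptide (50 nM) in PBS pH 7.4, 0.01% Tween-20, then compound added for 30 min. AlphaScreen streptavidin donor/nickel chelate acceptor beads (10 ug/mL final), 30 min dark, luminescence read.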
ERG Ets-DNA blk – qHTS for Small Molecule Inhibitors of the ERG Ets/DNA interaction; Transcriptional regulator ERG (Homo sapiens), P11308; fluorescence polarization, His-ERG Ets domain / labelled DNA; Potency, µM (top dose mostly 76.9 µM), without a hit: top-dose FP activity, negative = inhibition, most hits filed as inhibitors; actives 0.028% (n = 370,000); active = well fitted inhibition curve with a large enough effect in the polarisation, with a control signal flat; inconclusive = small, poorly fitted or top-dose-only effect, or effect the other way, or a change in a side signal; inactive = no such curve, though single readings can be large or run the other way; the % refers to the polarisation;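 note: polarization taken with two DNA probes labelled with fluorescein and Texas red; % of control where 0% means no effect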
Target sequence (P11308 whole entry, looked up, the tested form may be a part): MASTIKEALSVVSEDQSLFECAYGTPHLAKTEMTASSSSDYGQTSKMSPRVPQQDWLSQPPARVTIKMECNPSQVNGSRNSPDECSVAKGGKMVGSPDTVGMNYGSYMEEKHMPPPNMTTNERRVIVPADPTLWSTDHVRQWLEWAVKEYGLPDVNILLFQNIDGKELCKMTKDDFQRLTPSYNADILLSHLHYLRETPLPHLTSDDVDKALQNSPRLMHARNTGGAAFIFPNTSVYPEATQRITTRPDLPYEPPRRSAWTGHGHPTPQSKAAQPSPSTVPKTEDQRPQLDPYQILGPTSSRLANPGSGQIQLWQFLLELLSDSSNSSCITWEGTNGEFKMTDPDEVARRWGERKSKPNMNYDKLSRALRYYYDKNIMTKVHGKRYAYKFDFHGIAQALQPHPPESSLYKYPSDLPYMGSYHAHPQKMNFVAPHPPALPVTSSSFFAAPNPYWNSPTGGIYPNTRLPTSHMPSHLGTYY
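His-tagged ERG Ets domain (1 uM in the protein solution; 300mM KCl, 50mM Tris-HCl, 1mM EDTA, 1mM DTT, pH 7.5) received compound, then a probe mix of 5 nM fluorescein-DNA and 100nM Texas-615-DNA. Fluorescence polarization was read for both dyes.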
rTrxR1 inhibitor – qHTS Assay for Inhibitors of Mammalian Selenoprotein Thioredoxin Reductase 1 (TrxR1): qHTS. Thioredoxin reductase 1, cytoplasmic (Rattus norvegicus), O89049. recombinant rTrxR1, NADPH fluorescence consumption, selenite substrate. Potency, µM (titrated, usually from 114 µM), inactives show at the top dose activity change, negative = inhibition, hits mostly inhibitors. actives 1% (n = 390,000). AID 588453, 2011; note: % is set by controls: 0 for no effect and ±100 for the full control effect; nearly all actives have a fitted effect of over 65% in size
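Rat TrxR1 (90 nM in the dispensed reagent) was pre-reduced with 400 uM NADPH for 5 min at room temperature, then incubated with compound for 15 min. After 400 uM selenite was added, NADPH fluorescence (Ex 340/Em 450 nm) was followed for 8 min.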
ALOX12 inh – Primary qHTS assay for inhibitors of human arachidonate 12S-lipoxygenase (ALOX12): Round 2. Potency, µM (highest dose often 108 µM), inactives show at the highest dose activity change, negative = inhibition, hits mostly inhibitors. purified 12hLO, xylenol orange hydroperoxide absorbance. actives 1.1% (n = 580,000). Polyunsaturated fatty acid lipoxygenase ALOX12 (Homo sapiens), P18054; note: % is set by controls: 0 for no effect and ±100 for the full control effect
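Purified human 12hLO (150 nM final) in 25 mM Hepes, 0.01% Triton X-100, pH 7.0 was preincubated 15 min at room temperature with compound. Then 40 uM arachidonic acid was added, 30 min. Hydroperoxide was read by Fe-XO absorbance ratio 573/405 nm.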
Numbers without * were called inactive; i = inactive; ? = inconclusive; . = no result given; & = joins results of further samples; [ ] = dose if it differs, or a comment. Unless noted, calls come from the whole dose curve; as a rule, active = well fitted curve in the direction sought with a large enough effect; inconclusive = small, poorly fitted or top-dose-only effect, or another doubt; inactive = no such curve, though single readings can be large; an effect the other way counts as inactive or inconclusive. Potency is the fitted concentration of half-maximal effect.

The first two records as a preview:
SMILES | RGS4 inh | PGK inhibitor | Pin1 inhibitor | GLS inhibitor | JMJD2A Tudor inh | HP1b binding inh | ERG Ets-DNA blk | rTrxR1 inhibitor | ALOX12 inh
CCCCCCc1ccc(N2C[C@H](Cc3ccccc3)[C@@H](CC(=O)NCc3ccc(OC)cc3)C2=O)cc1 | -0.2% | -4.2% | 15.5% | 11.1% | -25.0% | -6.6% | 0.7% | 43.8%&47.5% | 7.6%
Cc1ccn2cc(CCNC(=O)CC3CCCCC3)nc2c1 | -9.7% | i | 1.9% | 3.2% | -18.9% | 16.5% | 7.9% | 20.3% | 0.9%

Main list, from the start:
SMILES | RGS4 inh | PGK inhibitor | Pin1 inhibitor | GLS inhibitor | JMJD2A Tudor inh | HP1b binding inh | ERG Ets-DNA blk | rTrxR1 inhibitor | ALOX12 inh
CCCCCCc1ccc(N2C[C@H](Cc3ccccc3)[C@@H](CC(=O)NCc3ccc(OC)cc3)C2=O)cc1 | -0.2% | -4.2% | 15.5% | 11.1% | -25.0% | -6.6% | 0.7% | 43.8%&47.5% | 7.6%
Cc1ccn2cc(CCNC(=O)CC3CCCCC3)nc2c1 | -9.7% | i | 1.9% | 3.2% | -18.9% | 16.5% | 7.9% | 20.3% | 0.9%
CCn1c(SCC(=O)Nc2ccccc2N2CCCCC2)nc2c1c(=O)n(C)c(=O)n2C | 6.2% | . | 5.7% | 17.4% | -18.4% | 29.3% | 3.3% | 12.0% | 17.2%
CCN(C(=O)CCS(=O)(=O)c1cc(Br)cc2c1N(C(=O)C1CC1)CC2)c1cccc(C)c1 | -20.8% | -0.5% | 0.4% | -13.2% | -8.6% | 23.7% | 1.6% | -5.2% | -11.6%
CN(C)/C=C1/C(=O)Nc2ccccc21 | 14.4% | 2.7% | -1.2% | 21.2% | -6.0% | 7.8% | -1.4% | 2.1% | 0.0%
NC(=O)c1ccsc1NC(=O)COC(=O)/C=C/c1ccc([N+](=O)[O-])cc1 | -14.0% | -4.8% | ? | 9.7% | ? | 0.3% | 4.5% | 9.8% | 2.9%
CCN(C(=O)c1cn(C)c(=O)c2cc(OC)c(OC)cc12)c1cc(C)ccc1C | 0.4% | 6.7% | -6.2% | -9.8% | ? | 28.4% | -5.1% | -19.3%[0.457 µM] | ?
O=C(OCC(=O)N1CCc2ccccc21)c1nc(Cl)ccc1Cl | 2.5% | -6.5% | 1.7% | 0.4% | 0.7% | 50.8%[activator] | 10.1% | 23.9% | -10.4%
COc1cc(CN2CCN(Cc3ccc(C)cc3)C(CCO)C2)cc(OC)c1O (stereo unspecified) | -21.2% | 6.3% | -7.7% | 7.08µM* | -25.1% | 10.2% | -9.2% | ? | -4.0%
CCC(=O)N1N=C(c2ccc(NS(C)(=O)=O)cc2)CC1c1ccc(C)cc1 (stereo unspecified) | -25.9% | i | -9.7% | 2.8% | -27.7% | 5.5% | -2.5% | -27.8% | -18.3%
CCOC(=O)c1c(NC(=O)COc2ccc(C(C)(C)C)cc2)sc2c1CCCC2 | -22.9% | . | -1.6% | 1.9% | -19.6% | 7.5% | -4.9% | 3.0% | ?
COc1ccccc1NC(=O)C(NC(=O)c1ccc(C)cc1)c1ccccc1 (stereo unspecified) | -14.9% | -1.8% | 0.1% | -1.3% | -18.1% | 65.7%[activator] | -4.2% | 29.8% | 0.0%
COc1cc(OC)nc(Oc2cc(/C=N/O)ccc2OC)n1 | 2.7% | 0.2% | -1.2% | 24.8% | -8.9% | 22.5% | 5.6% | 6.2% | 7.2%
CCC(=O)N1CCc2cc(S(=O)(=O)NC(Cc3ccccc3)C(=O)Nc3ccc(C)cc3)ccc21 (stereo unspecified) | -16.6% | 5.3% | ? | -0.8% | -8.0% | 51.6%[activator] | 1.8% | 6.3% | 4.7%
O=C(CSc1nnc(-c2ccccc2)c(-c2ccccc2)n1)NC1CCCC1 | 35.8% | -0.7% | -0.1% | 2.1% | -35.4% | 3.8% | -1.4% | 9.2%[57.1 µM] | ?
CCNc1nc(NCC)n2c(SC(C)C(=O)c3ccc(C)cc3)nnc2n1 (stereo unspecified) | -2.7% | -4.8% | -10.3% | 5.4% | 7.1%[57.1 µM] | 26.1% | -7.7% | -4.8% | 8.0%
O=C(NC1CCN(C(=O)Nc2cccc(Cl)c2)CC1)c1ccccc1 | 9.7% | -3.1% | -1.7% | -5.2% | 0.0% | 20.2% | -2.3% | 19.9% | -20.8%
Cc1ccc(/C=C2\C(=N)N3N=C(CC(=O)N4CCOCC4)SC3=NC2=O)o1 | -0.6%[11.4 µM] | -11.8% | ? | 5.3% | 56.2µM* | -15.6% | 13.3% | -14.7% | ?
CCc1ccc(CN(C)C(=O)C2=CC=CN3CCS(=O)(=O)N=C23)cc1 | -7.9% | -8.4% | 0.4% | 0.0% | -4.8% | 22.3% | -2.5% | 0.7% | 1.2%
CN(C)S(=O)(=O)c1cccc(NC(=S)NC(=O)C2CCCCC2)c1 | -22.3% | -10.6% | 0.2% | -3.6% | -31.1% | 20.3% | -5.0% | -22.0% | ?
Cc1cccc(COc2ccc(S(=O)(=O)N3CCOCC3)cc2[N+](=O)[O-])c1 | 7.9% | i | -13.4% | 0.1% | -19.2% | 1.3% | -0.7% | -5.4% | -26.5%
COc1ccccc1NC(=S)NNC(=O)c1ccccc1 | -21.1% | 2.0% | 6.6% | 44.8%[activator] | -13.9% | 24.6% | -3.2% | -15.0% | -0.2%
COc1ccc(NS(=O)(=O)c2ccc(NC(=S)NC(=O)/C=C/c3ccccc3)cc2)nn1 | -19.0% | -1.9% | 34.6%[activator] | 9.2% | -34.2% | ? | -2.2% | ? | -20.9%
Cc1ccc(-n2nc3c(c2NC(=O)c2ccc4c(c2)OCO4)CSC3)cc1 | -5.8% | -3.8% | 7.6% | -2.3% | -15.2% | 18.7% | -2.8% | 11.2% | 7.3%
O=C(Nc1ccccn1)c1cccs1 | -92.4%[11.4 µM] | -11.0% | -5.9% | ? | ? | ? | 4.3% | -17.5% | -16.0%
CCCCOc1ccc(C2(C)NC(=O)NC2=O)cc1 (stereo unspecified) | -65.9%[56.9 µM] | 0.5% | 2.9% | ? | 15.8µM* | 16.7% | 7.3% | 12.4% | 3.3%
CCn1c(-c2cc(C3CC3)nc3ccccc23)n[nH]c1=S | -26.5% | -9.7% | 16.6% | -7.6% | 50.1µM* | 21.2% | -4.5% | ? | ?
FC(F)(F)c1cnc(/C=C/Nc2ccccc2Cl)c(Cl)c1 | -0.1% | -0.1% | -10.0% | 0.2% | -11.7% | 25.3% | -0.6% | 12.4% | ?
CCOC(=O)N1CCN(CCC(=O)Nc2ccc(C)c(Br)c2)CC1 | 16.1% | -1.9% | 0.8% | 8.1% | -31.6% | 15.0% | -6.5% | 13.1%[57.1 µM] | ?
CC1CCCCN1CCNC(=O)c1cc2c(-c3ccccc3F)nn(C)c2s1 (stereo unspecified) | -17.8% | -3.9% | 0.9% | 5.5% | -24.8% | 19.9% | -14.8% | 6.6% | ?
C(=C\c1ccncc1)/c1ccncc1 | 1.9%[11.4 µM] | -1.9% | 3.2% | -2.6% | -3.7%[11.4 µM] | 1.1% | 17.3% | -5.7% | -8.1%
Cc1cccn2c(=O)c3cc(C(=O)NCC4CCCO4)c(=N)n(Cc4cccnc4)c3nc12 (stereo unspecified) | -31.5% | -8.2% | ? | -2.9% | -22.6% | 22.1% | -0.4% | -20.4%[11.4 µM] | 0.0%
CCOC(=O)CNC(=O)CSc1nc(-c2cccc(C)c2)ns1 | ? | -3.4% | -6.0% | 29.8% | -0.8% | -21.3% | 9.0% | 9.1%[57.1 µM] | ?
NC(=O)CSc1ncc2c(n1)-c1ccccc1N(Cc1cccc(F)c1)S2(=O)=O | -3.7% | 6.1% | 35.1%[activator] | 4.5% | -5.2% | 3.2% | 12.1% | 12.8%[57.1 µM] | -27.1%
Cc1ccc(NC(=O)c2ccc3nc(N4CCOCC4)sc3c2)c(Cl)c1 | -40.0% | i | 5.7% | 3.4% | -19.3% | 33.0% | -14.4% | 2.3% | ?
O=C(CCS(=O)(=O)c1ccc(Br)cc1)N1CCN(c2ccccc2)CC1 | -5.7% | -15.6% | -2.7% | 2.6% | -30.2% | -23.4% | 1.2% | 7.7%[57.1 µM] | 2.3%
Cc1ccc(C(=O)NCC(=O)OC(C)C(=O)NC2CCCc3ccccc32)cc1 (stereo unspecified) | -10.6% | -9.0% | -3.5% | -11.2% | -13.5% | 25.5% | -1.7% | 9.4% | 9.1%
COc1ccc(/C=C/C(=O)NCCC(=O)N2CCCN(C)CC2)cc1 | -10.4% | -7.6% | -1.3% | -0.6% | -8.2% | 57.9%[activator] | 4.1% | -23.8% | -12.5%

Screening results (PubChem BioAssay)

Some of the compounds tested; the hit share may differ from the screen's.
